Assay outcomes: PubChem, several laboratories
zfTRPN1 agonist: zebrafish TRPN1 (NompC) channel agonism | HEK293 zebrafish TRPN1-YFP, Fluo-8 calcium fluorescence; 100% = response to 87 µM carbachol | activation, % at 3 µM | actives 0.18% (n = 220,000);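 active means activation above its plate's cutoff, the mean activation of test wells on that plate plus 3 SD, cut at about 19% in these data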;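 further: 0% = DMSO alone and 100% = 87 µM carbachol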
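Material – zebrafish TRPN1-YFP in HEK293 cells · Doses – 3 µM single point · Schedule – dye 1 h 37 °C plus 30 min RT · Signal – Fluo-8 calcium fluorescence, excitation 470-495 nm, emission 515-575 nm · Read-out – % activation versus carbachol response · Control set – carbachol high, DMSO low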
S1P4 ag: agonists of human S1P4 receptor | O95977 | S1P4-expressing cell line, agonist reporter assay | activation, % at 4.98 µM | actives 0.35% (n = 220,000) | AID 1509; in the data active means activation above about 11%;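 further: 0% = DMSO vehicle and 100% = reference agonist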
Target sequence (O95977 whole entry, looked up): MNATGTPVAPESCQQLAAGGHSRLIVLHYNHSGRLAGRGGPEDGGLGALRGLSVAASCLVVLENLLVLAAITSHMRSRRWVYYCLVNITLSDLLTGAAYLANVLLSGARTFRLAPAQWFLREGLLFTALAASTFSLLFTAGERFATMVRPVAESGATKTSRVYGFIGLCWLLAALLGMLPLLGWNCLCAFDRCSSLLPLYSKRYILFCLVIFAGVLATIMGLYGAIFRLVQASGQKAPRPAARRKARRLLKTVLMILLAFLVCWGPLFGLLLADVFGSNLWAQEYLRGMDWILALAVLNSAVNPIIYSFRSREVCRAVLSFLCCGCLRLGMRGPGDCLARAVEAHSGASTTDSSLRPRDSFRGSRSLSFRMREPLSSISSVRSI
S1P4 antagonist: blocks the human S1P4 receptor. O95977. inhibition, % at 4.98 µM. actives 0.26% (n = 220,000). AID 1510. S1P4-expressing cells, antagonist mode, reporter read-out; in the data active means inhibition above about 29%;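 further: 0% = wells stimulated with agonist and 100% = vehicle wells without agonist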
TRPML3 ag: agonists of human TRPML3 channel; AID 1448; actives 0.29% (n = 220,000); Q8TDD5; HEK293 TRPML3-YFP, Fluo-8 calcium fluorescence; 100% = the carbachol control signal; activation, % at 3 µM;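 active means activation above its plate's cutoff, the mean activation of the plate's test wells plus 3 SD, cut at about 12% in these data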;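 further: 0% = DMSO only wells and 100% = carbachol wells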
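Material: HEK293 cells stably carrying human TRPML3-YFP; compound dosing: single dose, 3 µM final nominal compound, 0.3% DMSO final; incubation: 1-h 37 °C dye load, 5-s basal, 120-s post-compound reads; technique: Fluo-8 intracellular calcium fluorescence, excitation 470-495 nm, emission 515-575 nm; read-out basis: percent activation from peak-to-basal fluorescence ratio, scaled between DMSO and carbachol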
EP2 mod: modulates human prostaglandin E2 receptor EP2 signaling; EP2-expressing cells, cAMP HTRF FRET, PGE2 co-stimulation; induction, % at 25 µM; actives 0.83% (n = 260,000);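 active means compounds whose cAMP rise, as percent of the full-agonist control response, exceeds 60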;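 further: rat C6 glioma line stably carrying human EP2 under a CMV promoter; the protocol text gives 20 µM as final concentration; 100% = response of wells given 1 µM PGE2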
NPY-Y1 PAM-ag: potentiators or agonists of human neuropeptide Y receptor Y1 | activation, % at 3.6 µM | P25929 | actives 0.37% (n = 220,000) | NPY-Y1 expressing cells, potentiator/agonist activation | AID 1304; in the data active means activation above about 33%, passing the limit was not always enough;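 further: cells stimulated with NPY at EC10 then isoproterenol at EC100; 0% = low agonist plus stimulus and 100% = saturating agonist plus stimulus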
Target sequence (P25929 whole entry, looked up): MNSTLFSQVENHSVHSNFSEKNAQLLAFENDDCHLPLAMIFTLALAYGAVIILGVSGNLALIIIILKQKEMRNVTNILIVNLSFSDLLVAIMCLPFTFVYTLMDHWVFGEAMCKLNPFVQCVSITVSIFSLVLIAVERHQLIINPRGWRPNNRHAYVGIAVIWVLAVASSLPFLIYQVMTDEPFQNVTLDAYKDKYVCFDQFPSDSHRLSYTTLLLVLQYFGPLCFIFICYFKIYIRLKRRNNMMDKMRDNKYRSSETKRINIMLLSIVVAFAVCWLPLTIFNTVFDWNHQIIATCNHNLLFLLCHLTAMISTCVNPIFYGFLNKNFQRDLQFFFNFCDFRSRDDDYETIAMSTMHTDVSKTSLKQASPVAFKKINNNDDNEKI
NPY2 pot ag: potentiators or agonists of human neuropeptide Y receptor Y2 | cells expressing NPY-Y2, potentiator/agonist read-out | activation, % at 3.6 µM | actives 0.45% (n = 220,000); in the data active means activation above about 27%;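 further: cells stimulated with NPY near EC25 plus isoproterenol at EC100; 0% = vehicle plus submaximal agonist and 100% = vehicle plus saturating agonist; some results beyond the cut were filed as inactive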
NPY Y1 blocker: NPY-Y1 (human) receptor antagonism; HEK293-CNG Y1 cells, membrane potential fluorescence; NPY at EC95, then isoproterenol; inhibition, % at 3.6 µM; actives 1% (n = 200,000); P25929; AID 1040;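 active means inhibition above the campaign mean inhibition of all tested compounds plus 3 SD, cut at about 20% in these data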;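 further: 0% = DMSO wells given NPY plus isoproterenol and 100% = isoproterenol alone without NPY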
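Assay system: HEK293 cells with Y1 receptor plus CNG channel | Probe or stimulus: NPY (25 nM), isoproterenol (1 µM), Ro 20-1724 (25 µM) | Timing: Compound incubation 1 h at room temperature, readout 45 min post-stimulation | Measured by: Membrane-potential fluorescent dye readout | Benchmarks: High control isoproterenol alone, low control NPY with isoproterenol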
CHOP inhibitor: blocks CHOP induction under ER stress. CHO-K1 CHOP-promoter luciferase, tunicamycin-induced, 15-18 h. inhibition, % at 10 µM. actives 3.8% (n = 220,000). AID 2732;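 active means compounds that reduced the stress-induced luciferase reporter signal by more than about 70% of percent inhibition, limit read from the data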;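 further: 0% = tunicamycin plus vehicle and 100% = wells without tunicamycin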
Active calls of the source: *; & = joins results of further samples.

What do the screens show for `CC(C)CNC(=S)NC1CC2CCCC(C1)N2C1CCCCC1` (configuration not stated)?
zfTRPN1 agonist: -0.3; S1P4 ag: -2.4; S1P4 antagonist: -5.3; TRPML3 ag: 0.3; EP2 mod: -53.2; NPY-Y1 PAM-ag: -5.6; NPY2 pot ag: -3.4; NPY Y1 blocker: 3.2; CHOP inhibitor: 0.8

How did Cc1ccc(C(=O)CSC2=C(C#N)C(c3ccco3)C3=C(CCCC3=O)N2)cc1 (configuration not stated) do in these assays?
zfTRPN1 agonist: -0.7; S1P4 ag: -1.4; S1P4 antagonist: -1.3; TRPML3 ag: -0.1; EP2 mod: -6.4; NPY-Y1 PAM-ag: 17.9; NPY2 pot ag: 6.7; NPY Y1 blocker: 3.8; CHOP inhibitor: -14.4

How did Cc1ccc(-c2nnc(N3CCN(c4ccccn4)CC3)c3ccccc23)cc1 do in these assays?
zfTRPN1 agonist: 0.5; S1P4 ag: 0.0; S1P4 antagonist: 4.9; TRPML3 ag: 0.3; EP2 mod: -26.5; NPY-Y1 PAM-ag: -28.0; NPY2 pot ag: -12.6; NPY Y1 blocker: 2.1; CHOP inhibitor: 69.8

What do the screens show for `Cc1cccc(/C(N)=N/OC(=O)CCCN2C(=O)c3ccccc3C2=O)c1`?
zfTRPN1 agonist: -0.5; S1P4 ag: -0.6; S1P4 antagonist: 5.5; TRPML3 ag: -0.3; EP2 mod: -6.6; NPY-Y1 PAM-ag: -29.9; NPY2 pot ag: -18.3; NPY Y1 blocker: 29.2*; CHOP inhibitor: 30.4

What do the screens show for `O=C(O)CNC(=S)N(Cc1ccco1)Cc1ccccc1Cl`?
zfTRPN1 agonist: 1.2; S1P4 ag: -1.4; S1P4 antagonist: 1.3; TRPML3 ag: 0.3; EP2 mod: 0.0; NPY-Y1 PAM-ag: -28.3; NPY2 pot ag: -13.9; NPY Y1 blocker: 0.9; CHOP inhibitor: -0.4

Results for COc1ccc(NC(=O)O/N=C2/CCCc3ccc(OC)cc32)cc1 ?
zfTRPN1 agonist: -2.7; S1P4 ag: 1.0; S1P4 antagonist: -7.6; TRPML3 ag: -1.2; EP2 mod: 9.2; NPY-Y1 PAM-ag: 98.5*; NPY2 pot ag: -4.4; NPY Y1 blocker: 3.4; CHOP inhibitor: 25.8

What do the screens show for `O=[N+]([O-])c1ccc(Cl)c(S(=O)(=O)n2ccnc2)c1`?
zfTRPN1 agonist: 1.0; S1P4 ag: -1.1; S1P4 antagonist: 3.5; TRPML3 ag: 0.2; EP2 mod: -12.9; NPY-Y1 PAM-ag: 16.6; NPY2 pot ag: -2.3; CHOP inhibitor: -13.1

What do the screens show for `Cc1ccccc1Oc1ccc(Oc2ccccc2C)nn1`?
zfTRPN1 agonist: -1.5; S1P4 ag: -0.2; S1P4 antagonist: -2.1; TRPML3 ag: -0.2; EP2 mod: 41.4; NPY-Y1 PAM-ag: 15.3; NPY2 pot ag: 17.8; NPY Y1 blocker: 2.6; CHOP inhibitor: 25.0

Results for CCOC(=O)Oc1ccc(C(=O)OCCCN(C)C)cc1OC ?
zfTRPN1 agonist: 2.0; S1P4 ag: 0.5; S1P4 antagonist: -5.3; TRPML3 ag: -0.6; EP2 mod: -11.1; NPY-Y1 PAM-ag: -5.0; NPY2 pot ag: -12.0; NPY Y1 blocker: -3.2; CHOP inhibitor: 0.2

Results for COc1ccc(-n2c3c(cc(C(=O)N4CCCCC4)c2=O)C(=O)CC(C)(C)C3)cc1 ?
zfTRPN1 agonist: 0.4; S1P4 ag: -3.1; S1P4 antagonist: -7.8; TRPML3 ag: 0.6; EP2 mod: -7.1; NPY-Y1 PAM-ag: 9.6; NPY2 pot ag: -9.6; NPY Y1 blocker: 0.7; CHOP inhibitor: 29.5

How did Cc1nnc(SCC(=O)Nc2ccc3c(c2)OCCO3)s1 do in these assays?
zfTRPN1 agonist: 3.2; S1P4 ag: -0.9; S1P4 antagonist: -0.6; TRPML3 ag: 0.6; EP2 mod: 2.7; NPY-Y1 PAM-ag: -5.2; NPY2 pot ag: -1.1; NPY Y1 blocker: 0.4; CHOP inhibitor: 9.1

What do the screens show for `COC(=O)C(Cc1ccc(O)cc1)NC(=O)C12CC3CC(CC(C3)C1)C2` (configuration not stated)?
zfTRPN1 agonist: 0.9; S1P4 ag: -1.7; S1P4 antagonist: 4.7; TRPML3 ag: -0.2; EP2 mod: 1.1; NPY-Y1 PAM-ag: 50.8*; NPY2 pot ag: 63.1*; NPY Y1 blocker: -8.9; CHOP inhibitor: -18.0

Results for COc1nccnc1NS(=O)(=O)c1ccc(N/C=C2\CCCCC2=O)cc1 ?
zfTRPN1 agonist: -0.3; S1P4 ag: 0.3; S1P4 antagonist: -2.8; TRPML3 ag: 0.9; EP2 mod: 15.3; NPY-Y1 PAM-ag: -22.2; NPY2 pot ag: 5.9; NPY Y1 blocker: 0.1; CHOP inhibitor: 12.6

What do the screens show for `CCCCOc1ccc(C(=O)NC)cc1`?
zfTRPN1 agonist: -1.0; S1P4 ag: 0.6; S1P4 antagonist: 10.1; TRPML3 ag: -0.4; EP2 mod: -10.9; NPY-Y1 PAM-ag: 5.3; NPY2 pot ag: 12.1; NPY Y1 blocker: 2.4; CHOP inhibitor: -4.7

How did CCOC(=O)c1sc(N(Cc2ccccc2)C(=O)COC(=O)c2ccc(O)cc2)nc1C do in these assays?
zfTRPN1 agonist: -0.6; S1P4 ag: 0.2; S1P4 antagonist: -23.3; TRPML3 ag: 0.1; EP2 mod: 25.2; NPY-Y1 PAM-ag: -36.8; NPY2 pot ag: -35.1; NPY Y1 blocker: 41.8*; CHOP inhibitor: 12.4

What do the screens show for `COc1ccc(Cl)cc1Nc1nc(-c2sc(NC(=O)c3ccco3)nc2C)cs1`?
zfTRPN1 agonist: 0.6; S1P4 ag: 1.9; S1P4 antagonist: -10.8; TRPML3 ag: 0.3; EP2 mod: -8.8; NPY-Y1 PAM-ag: 27.4; NPY2 pot ag: 11.8; NPY Y1 blocker: 2.2; CHOP inhibitor: 39.1

Results for CCCC(O)(CCN1CCCCC1)c1ccc(OCC)cc1 (configuration not stated) ?
zfTRPN1 agonist: 1.0; S1P4 ag: 0.9; S1P4 antagonist: 1.3; TRPML3 ag: 0.7; EP2 mod: 6.0; NPY-Y1 PAM-ag: -10.0; NPY2 pot ag: -8.5; NPY Y1 blocker: -3.9; CHOP inhibitor: 6.0

Results for COc1cc(C(=O)NCc2cccc3ccccc23)ccc1OCc1ccccc1 ?
zfTRPN1 agonist: -0.3; S1P4 ag: -0.1; S1P4 antagonist: -1.5; TRPML3 ag: 0.6; EP2 mod: -39.8; NPY-Y1 PAM-ag: 0.7; NPY2 pot ag: -10.0; NPY Y1 blocker: 1.3; CHOP inhibitor: 5.0

How did c1ccc(Cc2nn3c(COc4ccccc4)nnc3s2)cc1 do in these assays?
zfTRPN1 agonist: -0.9; S1P4 ag: 0.4; S1P4 antagonist: -13.9; TRPML3 ag: -0.8; EP2 mod: 8.5; NPY-Y1 PAM-ag: -42.6; NPY2 pot ag: -15.3; NPY Y1 blocker: 0.1; CHOP inhibitor: 21.1

What do the screens show for `Fc1ccc(-c2nnn3c2nc(NCc2ccccc2)c2ccccc23)cc1`?
zfTRPN1 agonist: 1.7; S1P4 ag: -0.8; S1P4 antagonist: -3.9; TRPML3 ag: 0.9; EP2 mod: 49.2; NPY-Y1 PAM-ag: 7.3; NPY2 pot ag: -1.0; CHOP inhibitor: 7.6

What do the screens show for `COc1ccccc1N=c1oc2c(OC)cccc2cc1C(=O)NCc1ccco1`?
zfTRPN1 agonist: 0.7; S1P4 ag: -1.9; S1P4 antagonist: 3.5; TRPML3 ag: 0.9; EP2 mod: 47.1&23.7; NPY-Y1 PAM-ag: 12.2; NPY2 pot ag: -18.3; NPY Y1 blocker: 3.6; CHOP inhibitor: 83.0*

How did Fc1ccccc1/C=N/n1cc(-c2ccccc2)[nH]c1=S do in these assays?
zfTRPN1 agonist: 2.5; S1P4 ag: 0.1; S1P4 antagonist: -10.1; TRPML3 ag: 1.2; EP2 mod: -33.3; NPY-Y1 PAM-ag: 12.0; NPY2 pot ag: 5.9; CHOP inhibitor: -91.5

How did CCOC(=O)c1ccc(NCc2ccncc2)cc1 do in these assays?
zfTRPN1 agonist: 0.1; S1P4 ag: -1.5; S1P4 antagonist: -15.2; TRPML3 ag: 0.9; NPY-Y1 PAM-ag: -21.3; NPY2 pot ag: -18.0; NPY Y1 blocker: 1.5

What do the screens show for `COc1ccc(NC(=O)CN2CCC(NC(=O)C3CCCCC3)CC2)c([N+](=O)[O-])c1`?
zfTRPN1 agonist: 0.6; S1P4 ag: 1.6; S1P4 antagonist: -10.1; TRPML3 ag: 0.5; EP2 mod: 7.3; NPY-Y1 PAM-ag: -4.6; NPY2 pot ag: -5.1; NPY Y1 blocker: -4.9; CHOP inhibitor: -3.9

What do the screens show for `COc1ccccc1C1C(C(C)=O)=C(C)N=c2s/c(=C\c3cc(OC)c(OC)c(OC)c3)c(=O)n21` (configuration not stated)?
zfTRPN1 agonist: -0.1; S1P4 ag: -3.7; S1P4 antagonist: -10.6; TRPML3 ag: -1.2; EP2 mod: 28.1; NPY-Y1 PAM-ag: -12.1; NPY2 pot ag: 0.2; NPY Y1 blocker: 4.6; CHOP inhibitor: 18.9

Results for Cc1cccc(NC(=O)C2C3CCC4C(CCC32)C4(Cl)Cl)c1 (configuration not stated) ?
zfTRPN1 agonist: -0.1; S1P4 ag: 0.1; S1P4 antagonist: -9.9; TRPML3 ag: 0.7; EP2 mod: -27.4; NPY-Y1 PAM-ag: -8.3; NPY2 pot ag: -0.6; NPY Y1 blocker: 27.9*; CHOP inhibitor: 76.0*

How did O=C(CNS(=O)(=O)c1ccc(C(=O)N2CCCCC2)cc1)N1CCCCC1 do in these assays?
zfTRPN1 agonist: 2.9; S1P4 ag: 0.9; S1P4 antagonist: -20.5; TRPML3 ag: 1.2; EP2 mod: 15.6&-19.3; NPY-Y1 PAM-ag: 0.0; NPY2 pot ag: 10.6; NPY Y1 blocker: 3.7; CHOP inhibitor: 10.9

How did COC(=O)C1=C(N)N(c2ccccc2F)C2=C(C(=O)CC(C)(C)C2)C1c1ccc(OC)c(OC)c1 (configuration not stated) do in these assays?
zfTRPN1 agonist: -0.4; S1P4 ag: 3.4; S1P4 antagonist: -3.7; TRPML3 ag: 0.0; EP2 mod: 32.9; NPY-Y1 PAM-ag: -5.7; NPY2 pot ag: 2.3; NPY Y1 blocker: -1.0; CHOP inhibitor: 2.5

How did CC(=O)c1c(C)cc(C)c(CSc2nnc(-c3ccco3)o2)c1C do in these assays?
zfTRPN1 agonist: -0.1; S1P4 ag: -2.1; S1P4 antagonist: -21.5; TRPML3 ag: -0.8; EP2 mod: -0.9; NPY-Y1 PAM-ag: -8.6; NPY2 pot ag: -6.7; NPY Y1 blocker: -0.9; CHOP inhibitor: 15.8
